Cneo AK release = Cryptococcus neoformans cell lysis inducers, primary screen, AK release luminescence, single concentration; C. neoformans lysis, adenylate kinase release luminescence, 4 h; normalised: neutral wells 0, clomiphene wells 100; lysis activity, % at 15 µM; 360,000 tested, 0.2% active;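 active = mean lysis activity across replicates of at least 80%, whatever share of replicates individually reach that level; inactive = mean lysis activity below 80%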
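Schedule: static 4 h at 37 °C with compound, 1 h detection; system: C. neoformans cells; benchmarks: Clomiphene as positive control; buffer or medium: fresh YPD medium; measure: luminescence rise reflecting yeast cell lysis; measured by: luminescent adenylate kinase detection reagent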
FN deposit inh = inhibitors of fibronectin matrix deposition, primary screen, AH1F cells, Alexa488-fibronectin fluorescence, plate reader; inhibition, % at 12.6 µM; AH1F fibroblasts, overnight; 350,000 tested, 0.086% active;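 active = mean inhibition across replicates of 30% or more, regardless of how many single replicates reach that level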;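 also: positive control wells lacked labelled fibronectin entirely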
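test system = AH1F fibroblasts assembling fluorescent fibronectin matrix | quantity = 10000 AH1F cells per well | buffer or medium = DMEM plus 2% serum, read in PBS | doses = single dose, pinned | incubation = 1 h cell attachment, overnight exposure to compound and label | detection = fluorescence at 485 nm excitation, 525 nm emission | read-out basis = inhibition from reduced deposited-fibronectin fluorescence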
miR122 inh = miR-122 Renilla sensor signal increase in Huh7, primary screen, miR-122 inhibitor project, cell-based, single point, plate reader | Huh7 miR-122 Renilla luciferase sensor, 48 h; neutral wells = 0, positive control = 100 | activation (reporter increase), % at 12.5 µM | 340,000 tested, 0.3% active | AID 602342, 2012;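 active = mean replicate activation score at least 90 and every replicate individually at or above 90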;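 also: higher luciferase means less miR-122 activity so hits act as miR-122 inhibitors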
PGC1a acetyl inh = inhibitors of PGC1a acetylation signal, primary screen, cell-based, U2OS, AlphaScreen, inhibitor mode; 350,000 tested, 0.17% active; AlphaScreen anti-acetyl-lysine; with virally co-expressed GCN5 acetyltransferase; inhibition, % at 15.6 µM;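 active = every replicate shows inhibition of at least 40%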;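 also: 0% = neutral control wells and 100% = positive control wells; some results beyond the cut were filed as inactive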
Casp6 inh = human caspase-6 inhibitors, primary screen, biochemical, VEID-R110 fluorescence, single point, set 2; purified caspase-6, Z-VEID-R110 cleavage fluorescence; AID 686996, 2013; P55212; 350,000 tested, 0.53% active; inhibition, % at 12.5 µM;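 active = mean inhibition across replicates at least about 35%, with every replicate also reaching that limit, limit read from the data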;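 also: 0% = median of neutral control wells and 100% = no fluorescence left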
Target sequence (P55212 24-179 limits assumed): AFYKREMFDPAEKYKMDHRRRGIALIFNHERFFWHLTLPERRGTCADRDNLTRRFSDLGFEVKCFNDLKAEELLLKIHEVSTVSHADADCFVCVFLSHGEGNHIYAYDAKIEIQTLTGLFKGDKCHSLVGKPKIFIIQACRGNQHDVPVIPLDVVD
Target sequence (P55212 194-293 limits assumed): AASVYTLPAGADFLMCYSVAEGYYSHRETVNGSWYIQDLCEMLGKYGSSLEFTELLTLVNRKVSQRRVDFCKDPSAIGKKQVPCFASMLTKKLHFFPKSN
LGR2 antag = inhibitors of bursicon-induced LGR2 CRE-luciferase signal, primary screen, cell-based, HEK293, CRE-luciferase reporter, bursicon stimulation; Drosophila bursicon receptor LGR2 (rickets); bursicon-stimulated, 4 h; inhibition, % at 9.99 µM; 380,000 tested, 0.35% active; AID 720647, 2013;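 active = drop in luminescence signal, shown as inhibition above about 50% in the replicate tests, limit read from the data, passing the limit was not always enough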;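 also: agonist challenge used bursicon conditioned medium at about half maximal strength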
PAX8 reporter = inhibitors of PAX8-driven TPO luciferase reporter, primary screen, RMG-I cells, single concentration; AID 652154, 2013; SteadyGlo, 24 h; inhibition, % at 12.6 µM; 360,000 tested, 1.2% active;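 active = mean replicate inhibition at least 60% with every replicate also reaching 60%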;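 also: luciferase light reporting Pax8 driven TPO promoter activity; plate controls were median of neutral control wells for no effect and mitoxantrone controls for full effect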
EWS-Fli inh = EWS/Fli-driven NR0B1 reporter inhibitors, primary screen, A673 cells, NR0B1 luciferase, luminescence, MLPCN library; viability-normalised; inhibition, % at 12.6 µM; 350,000 tested, 0.67% active;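 active = mean inhibition of at least 50% after viability correction, with every replicate also passing that limit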;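 also: firefly luciferase signal divided by Alamar Blue viability fluorescence both relative to DMSO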
The depositor's hits bear a star; x = not tested or not shown; [ ] = remark or other dose.

SMILES | Cneo AK release | FN deposit inh | miR122 inh | PGC1a acetyl inh | Casp6 inh | LGR2 antag | PAX8 reporter | EWS-Fli inh
CO[C@H]1CN(C)C(=O)c2ccc(NS(C)(=O)=O)cc2OC[C@@H](C)N(C(=O)C2CCCC2)C[C@H]1C | -0.9 | -1.1 | 5.7[16.7 µM] | x | -0.6 | 6.3 | -12.7 | 0.8
CN(c1ccccc1)S(=O)(=O)c1ccc(C(=O)NCc2ccccn2)cc1 | x | -13.5 | -2.1 | 13.9 | 2.4 | 3.8 | 14.4 | 1.6
Cc1ccc(OCCOCCOc2ccc(Br)cc2/C=N\NC(=O)c2ccncc2)cc1 | -9.0 | 5.8 | -3.4 | 4.1 | x | 13.1 | 4.2 | x
O=C(CCN1CCN(C/C=C/c2ccccc2)CC1)Nc1cccc(F)c1 | -2.9 | 3.3 | -2.6 | x | -2.9 | 14.8 | 6.8 | 7.7
C[C@H]1CN([C@@H](C)CO)C(=O)c2cccc(NC(=O)NC3CCCCC3)c2O[C@@H]1CN(C)C(=O)Nc1ccccc1 | 39.2 | x | 15.3[16.7 µM] | 0.3 | -0.3 | -10.5 | 7.2 | 12.4
COC(=O)c1sc(S(=O)(=O)NCCCN(C)C)c(C(=O)OC)c1C | 2.8 | -2.7 | x | -11.2 | -2.2 | 19.5 | 5.2 | 9.7
C[C@H]1CN([C@@H](C)CO)C(=O)c2cc(NC(=O)CCN3CCOCC3)ccc2O[C@H]1CN(C)Cc1ccc(Cl)c(Cl)c1 | -0.7 | x | 2.1[16.7 µM] | 5.5 | 1.6 | -9.3 | -3.9 | x
O=C(COC(=O)c1cc(F)c(F)cc1Cl)NC1CC1 | x | -9.4 | x | x | -0.5 | 0.7 | -12.2 | -1.7
CCC1CN(C)C2Cc3c([nH]c4ccccc34)C(=O)CC1C2C(=O)OC (configuration not stated) | -0.6 | x | 2.3 | 0.5 | 2.3 | -8.3 | x | 9.5
CC(C)NC(=O)N(C)C[C@@H]1Oc2c(NC(=O)C3CCCCC3)cccc2C(=O)N([C@H](C)CO)C[C@@H]1C | 2.0 | -1.6 | 5.5[16.7 µM] | x | -0.4 | -8.0 | 8.7 | 7.9
CCC1CCCCN1C(=O)CSc1nnc(-c2ccco2)o1 (configuration not stated) | -0.5 | -1.3 | -18.0 | -9.5 | x | x | -72.5 | x
Cc1ccc2c(c1)[C@H]1[C@H](CO2)[C@H](c2ccccc2)[C@]2(C)C(=O)Nc3ccc(F)cc3C(=O)N12 | -1.2 | 16.8 | 0.9 | -11.3 | 4.9 | x | 40.8 | 56.3*
Fc1ccc(/C=N/Nc2nccnc2Cl)cc1 | -0.1 | -3.6 | x | x | -0.2 | -24.6 | -85.5 | -104.2
Cc1cccc(OCc2n[nH]c(=S)n2C2CCCCC2)c1 | 14.8 | x | 1.1 | 0.1 | 5.7 | -2.6 | x | 2.6
O=C(COC(=O)C1CC2C=CC1C2)Nc1ccc([N+](=O)[O-])cc1 (configuration not stated) | -1.2 | 4.3 | -4.1 | -3.1 | -0.4 | -15.7 | -4.2 | -3.1
COc1ccc(C(=O)COC(=O)c2nn(C)cc2Cl)cc1 | -7.7 | -4.5 | x | x | -3.2 | -21.9 | -1.4 | -29.1
Cc1nc(CNS(=O)(=O)c2cccs2)cs1 | x | -6.4 | x | x | -1.3 | 4.7 | 18.3 | -8.8
CC(=O)Nc1c(-c2ccccc2)c2cc(Br)ccc2[nH]c1=O | 1.2 | -0.5 | x | x | 1.6 | -4.4 | 10.6 | 15.2
O=C(Nc1ccc(-c2ccccc2)cc1)c1ccco1 | -1.7 | 0.8 | -1.3 | 0.2 | 2.1 | -7.0 | -2.7 | -1.0
CCCCN1C(=O)C(C)=C(C)C1OCCc1ccc(OC)c(OC)c1 (configuration not stated) | -9.5 | -0.8 | 2.4 | -1.1 | -8.0 | -7.9 | 23.1 | 7.5
Cn1cnc(S(=O)(=O)N2C[C@@H](O)COC[C@@H]3O[C@@H](CC(=O)NC4Cc5ccccc5C4)CC[C@H]32)c1 | -2.6 | -0.7 | -2.7[16.7 µM] | -6.8 | 0.4 | 13.4 | 15.0 | -4.6
C[C@H](CO)N1C[C@H](C)[C@@H](CN(C)Cc2ccc(C(F)(F)F)cc2)Oc2ccc(NC(=O)c3ccncc3)cc2C1=O | -3.9 | x | -4.9[16.7 µM] | -1.0 | -0.8 | 6.6 | -20.8 | 14.5
CCNC(=O)[C@H]1[C@H](CO)[C@H]2Cn3c(ccc(-c4cccc(OC)c4)c3=O)[C@H]2N1S(C)(=O)=O | -2.2 | x | x | x | -3.5 | 3.8 | x | -3.9
CCN(C(=O)COC(=O)/C=C/c1cnc2ccccc2n1)c1ccccc1 | x | -4.1 | x | 38.1 | -1.0 | -11.6 | -7.1 | -8.9
C[C@@H]1CCCCO[C@@H](CN(C)C(=O)C2CCCCC2)[C@@H](C)CN([C@@H](C)CO)C(=O)c2cc(NS(C)(=O)=O)ccc2O1 | -3.4 | x | 7.2[16.7 µM] | -0.9 | -1.2 | 2.9 | -25.7 | -2.4
Cc1ccc(S(=O)(=O)Nc2cccc3c2O[C@@H](CN(C)S(C)(=O)=O)[C@@H](C)CN([C@@H](C)CO)C3=O)cc1 | -2.2 | x | 12.7[16.7 µM] | 10.2 | 0.3 | 2.4 | 7.1 | -7.0
C[C@@H]1CCCCO[C@@H](CN(C)Cc2ccccc2)[C@@H](C)CN([C@@H](C)CO)C(=O)c2cc(NS(=O)(=O)c3cn(C)cn3)ccc2O1 | 2.1 | 7.8 | 1.3[16.7 µM] | -1.7 | 3.4 | 25.6 | -18.8 | -3.5
Cc1ccc(S(=O)(=O)N(C)C[C@H]2OCCCC[C@@H](C)Oc3ccc(NC(=O)c4ccccc4)cc3C(=O)N([C@@H](C)CO)C[C@@H]2C)cc1 | 5.5 | 6.1 | 4.8[16.7 µM] | -1.5 | -1.0 | -1.3 | 10.1 | -10.1
COc1cccc(CNc2ccccn2)c1O | -0.4 | 4.7 | 13.2 | -3.1 | 0.1 | 1.1 | -47.2 | 6.3
CN(C)C(=S)Nc1ccc(S(=O)(=O)N2CCCCC2)cc1 | -1.2 | 0.8 | 2.6 | -5.1 | -0.3 | -12.4 | -43.5 | 8.4

Record cards, as listed above. Values in the order: Cneo AK release	FN deposit inh	miR122 inh	PGC1a acetyl inh	Casp6 inh	LGR2 antag	PAX8 reporter	EWS-Fli inh
CCN(C(=O)COC(=O)/C=C/c1cnc2ccccc2n1)c1ccccc1 in the list: x	-4.1	x	38.1	-1.0	-11.6	-7.1	-8.9
C[C@H](CO)N1C[C@H](C)[C@@H](CN(C)Cc2ccc(C(F)(F)F)cc2)Oc2ccc(NC(=O)c3ccncc3)cc2C1=O in the list: -3.9	x	-4.9[16.7 µM]	-1.0	-0.8	6.6	-20.8	14.5
C[C@@H]1CCCCO[C@@H](CN(C)C(=O)C2CCCCC2)[C@@H](C)CN([C@@H](C)CO)C(=O)c2cc(NS(C)(=O)=O)ccc2O1 in the list: -3.4	x	7.2[16.7 µM]	-0.9	-1.2	2.9	-25.7	-2.4

Next section:
SMILES | Cneo AK release | FN deposit inh | miR122 inh | PGC1a acetyl inh | Casp6 inh | LGR2 antag | PAX8 reporter | EWS-Fli inh
CC1(C)CC(=O)C(C=NCC2CCN(C(=O)Cc3ccccc3)CC2)=C(O)C1 | 1.1 | x | -7.2 | 3.8 | x | -9.4 | 2.7 | 9.7
Cc1nc2ccccc2n1Cc1ccccc1 | 2.6 | 4.3 | -1.5 | x | -0.8 | 9.1 | 32.6 | 10.5
O=C(CCCN1C(=O)/C(=C/c2cccs2)SC1=S)Nc1cccnc1 | x | -1.0 | x | 9.4 | 1.2 | -10.5 | 30.6 | -25.9
CCN(CC)C(=O)c1ncn2c1C(=O)NC[C@@H]2C | x | 0.2 | x | x | -4.0 | -12.1 | -0.3 | -6.2
CC(=O)Nc1cccc(-c2ccnc3c2CC(C)(C(=O)NCCN(C)C)O3)c1 (configuration not stated) | 3.9 | 5.8 | -2.3 | 5.3 | -1.0 | -5.8 | 0.1 | -0.8
COc1cccc(NC(=O)N[C@@H]2CC[C@H](CC(=O)NCc3ccccn3)O[C@H]2CO)c1 | 46.4 | -7.8 | x | 1.9 | -1.0 | -3.7 | -5.9 | 1.1
CC1(C(=O)Nc2ccc(Cl)c(C(F)(F)F)c2)Cc2c(-c3cccc(C(N)=O)c3)ccnc2O1 (configuration not stated) | 2.2 | 16.7 | 1.7 | -0.9 | 3.4 | 11.4 | 13.2 | -10.4
C=CC[C@@H](CC(=O)N[C@@H](CO)Cc1ccccc1)C(=O)N[C@@H](COC(=O)[C@@H](CC=C)CC(=O)OC(C)(C)C)Cc1c[nH]c2ccccc12 | 0.1 | 3.4 | -5.6 | -154.7 | -0.4 | 7.5 | 42.8 | 16.0
O=C(c1cccnc1)N1C[C@H]2[C@@H](c3ccccc31)[C@@H](CO)N2C(=O)CN1CCOCC1 | 3.4 | x | 0.0[16.7 µM] | 9.9 | 1.9 | -2.5 | 2.4 | -3.2
C[C@@H]1CN([C@@H](C)CO)C(=O)c2cccc(NS(=O)(=O)c3ccc(Cl)cc3)c2O[C@@H]1CN(C)S(=O)(=O)c1cn(C)cn1 | x | x | -1.9[16.7 µM] | 3.0 | x | 21.8 | x | -2.1
O=S1(=O)CCOCCCN1Cc1ccccc1 | 2.4 | -8.3 | 1.0 | x | 4.9 | 5.8 | -4.2 | 5.6
CCCn1c(SCC(=O)N(CC)c2c(N)n(Cc3ccccc3)c(=O)[nH]c2=O)nnc1-c1ccncc1 | 1.9 | -7.6 | 2.1 | -4.3 | 1.1 | -0.7 | -3.8 | 0.8
COc1ccc(OC)c(NC(=O)c2cccc3c2C(=O)N(C2CCCCC2)C3)c1 | -6.0 | -3.2 | 1.7 | 5.8 | -0.5 | -22.0 | 17.4 | x
O=C(NC1CCN(Cc2ccccc2)CC1)c1ccc(N2CC3CC(C2)c2cccc(=O)n2C3)c([N+](=O)[O-])c1 (configuration not stated) | x | x | x | x | -1.5 | 9.7 | -1.5 | -5.4
O=C(NC1CCCCC1)N1CCc2ccccc2C1 | -2.3 | x | -9.0 | x | 2.0 | -30.1 | -98.1 | -60.7
CCCCCCCCCCCCCCCC[N+](C)(C)CC | 2.5 | 16.4 | -13.2 | -0.3 | -119.2 | 36.1 | 107.4* | 53.0*
CS(=O)(=O)N(CC(=O)Nc1cccnc1)c1ccc2c(c1)OCCO2 | -2.6 | x | -2.8 | 6.3 | -0.1 | 0.4 | x | 3.4
Cc1cc2c(c(=O)o1)[C@@]1(C(=O)N(C)c3ccccc31)C1=C(CCC1=O)O2 | x | -7.1 | x | x | -1.5 | 2.9 | -42.0 | 3.2
COCCNC(=O)CN(CCc1ccccc1)S(=O)(=O)c1ccc(Br)cc1 | 0.4 | 3.1 | 1.9 | -17.4 | 3.2 | -1.1 | 51.9 | 6.2
COC(=O)C[C@H]1CC[C@@H]2[C@@H](COc3ccc(NS(C)(=O)=O)cc3C(=O)N2C)O1 | -1.7 | -6.7 | 4.2[16.7 µM] | -12.4 | x | -0.4 | -1.6 | 1.0
CCC(=O)N1CC(=O)N2[C@H](C1)[C@@H](c1ccc(C#CC3CCCCC3)cc1)[C@@H]2CO | x | x | x | -5.6 | x | -6.7 | 9.6 | 5.6
CCCNC(=O)Nc1ccc2c(c1)OC[C@@H](C)N(C(=O)c1ccccc1F)C[C@@H](C)[C@@H](OC)CN(C)C2=O | 50.9 | -5.9 | x | 1.0 | 0.3 | 2.4 | 3.6 | -10.0

Screening data (PubChem BioAssay)
